Screens (PubChem)
Tb PGK inh – T. brucei PGK inhibition; P07378; PGK/GAPDH coupled, Kinase-Glo luminescence, 60 min; Potency, µM (titrated, usually from 57.5 µM), for the others: at the highest dose activity change, negative = inhibition, hits mostly inhibitors; 380,000 compounds, 0.043% hits; AID 602233; note: potency is the fitted concentration of half-maximal effect; % is set by controls: 0 for no effect and ±100 for the full control effect; nearly all actives have a fitted effect of over 60% in size
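Recombinant glycosomal PGK reaction used 1,3-bisphosphoglycerate generated in-well by GAPDH (100nM final) in 100mM TEA pH 7.6, 5mM MgCl2, 0.01% Tween-20. After 60 minutes at room temperature, ATP was read by Kinase-Glo Plus luminescence end-point.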
HP1b chromo inh – blocks HP1-beta chromodomain binding to methylated histone tails; 390,000 compounds, 0.56% hits; AID 540317; AlphaScreen HP1-beta / biotin-H3K9me3 peptide binding; P83916; Potency, µM (highest dose often 114 µM), inactives show at the highest dose activity change, negative = inhibition, most hits filed as inhibitors; note: potency is the fitted concentration of half-maximal effect; nearly all actives have a fitted effect of over 70% in size; inactives centre near 23
Target sequence (P83916 whole entry, looked up): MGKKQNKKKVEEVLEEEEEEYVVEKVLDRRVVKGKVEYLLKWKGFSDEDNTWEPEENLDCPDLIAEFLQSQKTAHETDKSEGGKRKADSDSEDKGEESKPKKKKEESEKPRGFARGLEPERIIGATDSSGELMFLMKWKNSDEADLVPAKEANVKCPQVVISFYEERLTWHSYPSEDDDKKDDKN
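HP1-beta protein (50 nM final) preincubated 30 min at room temperature with biotinylated H3(1-18)K9me3 peptide (50 nM) in PBS pH 7.4, 0.01% Tween-20, then compound added for 30 min. AlphaScreen streptavidin donor/nickel chelate acceptor beads (10 ug/mL final), 30 min dark, luminescence read.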
GLS inhibitor – glutaminase GLS (human) inhibition. O94925. GLS enzymatic activity, qHTS titration. Potency, µM (titrated, usually from 45.5 µM), inactives show at the top dose activity change, negative = inhibition, most hits filed as inhibitors. 410,000 compounds, 0.21% hits. AID 624170; note: potency is the fitted concentration of half-maximal effect; % is set by controls: 0 for no effect and ±100 for the full control effect
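Glutamate formation by hKGA was monitored fluorometrically using coupled glutamate oxidase, HRP and Amplex Red. Substrate was added as 1 mM L-glutamine solution; incubation was 30 min at RT after an initial read.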
Pin1 inhibitor – inhibitors of human Pin1; Q13526; Pin1 FP peptide displacement, HiFluor488, 10 min; Potency, µM (highest dose often 115 µM), inactives show at the highest dose activity, negative = inhibition, usual class: inhibitors; 390,000 compounds, 0.009% hits; AID 504891; active = well fitted inhibition curve with a large enough effect in the polarisation, with a control signal flat, not every such curve was filed as active; inconclusive = small, poorly fitted or top-dose-only effect, or effect the other way, or a change in a side signal; inactive = no such curve, though single readings can be large or run the other way; the % refers to the polarisation; note: potency is the fitted concentration of half-maximal effect; % is set by controls: 0 for no effect and ±100 for the full control effect
Target sequence (Q13526 whole entry, looked up): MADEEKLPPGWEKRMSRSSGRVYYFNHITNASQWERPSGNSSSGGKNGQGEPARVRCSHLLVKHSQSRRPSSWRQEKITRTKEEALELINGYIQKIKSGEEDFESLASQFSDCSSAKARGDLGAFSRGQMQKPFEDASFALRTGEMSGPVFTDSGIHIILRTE
JMJD2A Tudor – blocks the human JMJD2A Tudor domain | O75164 | AID 504339 | Potency, µM (highest dose often 114 µM), without a hit: top-dose activity change, negative = inhibition, actives largely listed as inhibitors | 390,000 compounds, 4.4% hits | AlphaScreen JMJD2A-Tudor / H3K4me3 peptide binding; note: potency is the fitted concentration of half-maximal effect; % is set by controls: 0 for no effect and ±100 for the full control effect; nearly all actives have a fitted effect of over 50% in size
Pol eta inh – inhibitors of human DNA polymerase eta; Q9Y253; recombinant Pol eta, fluorescent DNA replication assay; Potency, µM (highest dose often 114 µM), inactives show at the top dose activity change, negative = inhibition, usual class: inhibitors; 390,000 compounds, 1.2% hits; note: potency is the fitted concentration of half-maximal effect; % is set by controls: 0 for no effect and ±100 for the full control effect
Target sequence (Q9Y253 whole entry, looked up): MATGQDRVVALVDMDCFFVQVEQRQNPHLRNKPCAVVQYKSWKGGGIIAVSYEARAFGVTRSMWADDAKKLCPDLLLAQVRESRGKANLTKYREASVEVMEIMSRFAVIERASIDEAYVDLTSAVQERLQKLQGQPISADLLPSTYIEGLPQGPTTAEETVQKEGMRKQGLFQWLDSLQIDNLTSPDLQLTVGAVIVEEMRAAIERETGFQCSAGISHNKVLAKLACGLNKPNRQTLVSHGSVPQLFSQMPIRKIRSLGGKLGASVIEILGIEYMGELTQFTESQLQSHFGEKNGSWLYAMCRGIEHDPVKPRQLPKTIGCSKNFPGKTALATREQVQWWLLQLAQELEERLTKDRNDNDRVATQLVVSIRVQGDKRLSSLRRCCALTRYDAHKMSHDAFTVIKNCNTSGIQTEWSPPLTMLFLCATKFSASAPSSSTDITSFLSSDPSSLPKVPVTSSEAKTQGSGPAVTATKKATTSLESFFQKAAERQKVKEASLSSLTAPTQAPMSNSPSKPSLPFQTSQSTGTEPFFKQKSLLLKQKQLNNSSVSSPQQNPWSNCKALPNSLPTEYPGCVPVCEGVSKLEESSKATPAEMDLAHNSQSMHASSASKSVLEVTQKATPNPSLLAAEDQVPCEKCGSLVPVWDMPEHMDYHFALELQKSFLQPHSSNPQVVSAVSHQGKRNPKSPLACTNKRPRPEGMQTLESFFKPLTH
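Fluorescent replication assay: 50 nM final substrate added after a 15 min room-temperature compound preincubation with 10 nM enzyme. Signal taken at 0 min and again at 10 min.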
PI4K2A block – inhibitors of human PI4K2A; Q9BTU6; purified PI4K2A, ADP-Glo luminescence, 1 h; hits give low values; activity change, negative = inhibition, % at 76.9 µM; 420,000 compounds, 0.13% hits; AID 1346378; in the data active = activity change below about -50%; inconclusive = mostly about -30% to -49%;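 note: -100% = wells without enzyme as full effect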
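ADP-Glo luminescence measured ADP generated by PI4K2A enzyme (4 ug/mL before mixing) with 1.2 mM PI substrate (pre-mix) and 300 microM ATP (pre-mix). Tris pH7.5 buffer with MgCl2, Triton X-100; 1 h reaction at ambient temperature.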
BAZ2B block – blocks human BAZ2B; Q9UIF8; AlphaScreen BAZ2B-H3K14Ac peptide displacement; Potency, µM (highest dose often 114 µM), without a hit: at the top dose activity change, negative = inhibition, hits mostly inhibitors; 360,000 compounds, 4.4% hits; AID 504333; note: potency is the fitted concentration of half-maximal effect; % is set by controls: 0 for no effect and ±100 for the full control effect; nearly all actives have a fitted effect of over 60% in size
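AlphaScreen displacement of biotin-H3(5-23)K14Ac peptide (50 nM final) from BAZ2B (50 nM final) in PBS pH 7.4, 0.01% Tween-20; complex preformed 30 min RT, then compounds (top 110 uM) 30 min RT, beads 20 min dark.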
G9a inh – blocks human histone lysine methyltransferase G9a | Q96KQ7 | G9a H3K9 monomethylation, AlphaScreen, 2 h | Potency, µM (series often up to 102 µM), for inactives: top-dose activity, negative = inhibition, actives largely listed as inhibitors | 350,000 compounds, 8.8% hits | AID 504332; note: potency is the fitted concentration of half-maximal effect; % is set by controls: 0 for no effect and ±100 for the full control effect; nearly all actives have a fitted effect of over 75% in size
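Step 1: enzyme (final 20 nM) with compound, 15 min RT. Step 2: substrate peptide 500 nM and SAM 20 uM, 2 h RT. Step 3: anti-H3K9me1 antibody and AlphaScreen beads, 10 min, then plate read.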
Active calls of the source: *; i = inactive; ? = inconclusive; . = no result given; & = joins results of further samples; [ ] = dose if it differs, or a comment. Unless noted, calls come from the whole dose curve; as a rule, active = well fitted curve in the direction sought with a large enough effect; inconclusive = small, poorly fitted or top-dose-only effect, or another doubt; inactive = no such curve, though single readings can be large; an effect the other way counts as inactive or inconclusive. Some of the compounds tested; the hit share may differ from the screen's.

1	CCCCC(O)(c1ccc(F)cc1)C(CN1CCOCC1)c1ccc(Cl)cc1 (stereo not drawn)
2	O=C(CC(=O)c1ccccc1O)c1ccc(F)cc1
3	COc1ccc(/C=N/NC(=O)c2cccnc2)cc1O
4	Cc1ccc(-c2c(C(=O)N/N=C/C3CC=CCC3)nnn2-c2nonc2N)cc1 (stereo not drawn)
5	Cc1cccc(C(=O)Nc2ccc(C(=O)/C=C/c3cccnc3)cc2)c1
6	Cc1ccc(Nc2cc(=O)[nH]c(=O)[nH]2)cc1Cl
assay / compound	1	2	3	4	5	6
BAZ2B block	-10%	?	-30%	?	-23%	-13%
PI4K2A block	-3	2	-2	-1	-3	5
Pin1 inhibitor	1%	8%	3%	-1%	26%	0%
G9a inh	-19%	2%	4%[0.501 µM]	.	?	-35%
Pol eta inh	-23%	-16%	-22%	1%	?	2%
JMJD2A Tudor	-21%	-20%	-7%	1%	?	-12%
GLS inhibitor	4%	10%	?	7%	-1%	12%
HP1b chromo inh	30%	29%	47%[activator]	28%	15%	32%
Tb PGK inh	-8%	11%	3%	-6%	-11%	-3%

7	CC(C)(C)NC(=O)COC(=O)c1ccc(Cl)cc1O
8	CC(C)c1c(O)nc(SCC(=O)N2CCCCC2)[nH]c1=O
9	COc1cc(NC(=O)c2c3c(nc4ccccc24)CCC3)cc(OC)c1
10	Fc1cccc(CCN2CCNC[C@@H]2CC2CCCCC2)c1
11	Cc1ccc(C(=O)COC(=O)CCS(=O)(=O)c2ccccc2)cc1[N+](=O)[O-]
12	CCOC(=O)c1c(NC(=O)CC2SC(=NC)N(C)C2=O)sc(C)c1C (stereo not drawn)
assay / compound	7	8	9	10	11	12
BAZ2B block	-3%	4%	-20%	?	-10%	0%
PI4K2A block	-2	4	5	-3	1	1
Pin1 inhibitor	1%	-18%	5%	-1%	3%	1%
G9a inh	-31%	-3%	9%	0%[0.501 µM]	-18%[12.7 µM]	-15%[59 µM]
Pol eta inh	0%	-6%	0%	-3%	-13%	3%
JMJD2A Tudor	-2%	-20%	6%	-28%	-25%	-6%
GLS inhibitor	5%	2%	3%	5%	-1%	16%
HP1b chromo inh	31%	38%	?	18%	14%	-2%
Tb PGK inh	7%	i	-2%	i	-5%	0%

Reprinted, nos. 9–11
9	COc1cc(NC(=O)c2c3c(nc4ccccc24)CCC3)cc(OC)c1
10	Fc1cccc(CCN2CCNC[C@@H]2CC2CCCCC2)c1
11	Cc1ccc(C(=O)COC(=O)CCS(=O)(=O)c2ccccc2)cc1[N+](=O)[O-]
assay / compound	9	10	11
BAZ2B block	-20%	?	-10%
PI4K2A block	5	-3	1
Pin1 inhibitor	5%	-1%	3%
G9a inh	9%	0%[0.501 µM]	-18%[12.7 µM]
Pol eta inh	0%	-3%	-13%
JMJD2A Tudor	6%	-28%	-25%
GLS inhibitor	3%	5%	-1%
HP1b chromo inh	?	18%	14%
Tb PGK inh	-2%	i	-5%

(list continues)
13	Cc1ccc2sc(N(CCCN(C)C)C(=O)CCS(=O)(=O)c3ccccc3)nc2c1C
14	COCCn1nnnc1C(c1cccs1)N1CCN(c2cc(C)ccc2C)CC1 (stereo not drawn)
15	CN(C)S(=O)(=O)n1ccnc1
16	COc1ccccc1C(=O)OCc1cc(=O)n2c(C)csc2n1
17	CC1CCN(S(=O)(=O)Cc2ccccc2Cl)CC1
18	O=C1c2oc3ccccc3c(=O)c2C(c2ccccc2)N1Cc1ccc2c(c1)OCO2 (stereo not drawn)
assay / compound	13	14	15	16	17	18
BAZ2B block	-31%	-37%	7%	-2%	21%	0%
PI4K2A block	0&3	-3	2	-4	9	-1
Pin1 inhibitor	-2%	-13%	3%	-1%	-4%	?
G9a inh	16µM*	-44%[12.7 µM]	9%[59 µM]	8%[59 µM]	6%[2.33 µM]	?
Pol eta inh	-12%	-11%	12%	-10%	-10%	-5%
JMJD2A Tudor	-1%	79µM*	-8%	-11%	23%	-14%
GLS inhibitor	2%	14%	-5%	0%	14%	-1%
HP1b chromo inh	48%[activator]	-16%	23%	-5%	81%	22%
Tb PGK inh	-6%	-2%[11.5 µM]	i	-6%	4%	i

19	COc1ccc(-n2c(=O)c3ccccc3n(CC(=O)NC3CCCC3)c2=O)cc1
20	Cc1ccc(-c2nnc(Nc3cccc(O)c3)c3ccccc23)cc1S(=O)(=O)N1CCOCC1
21	CCCCCc1nc2c(=O)[nH]c3ccccc3c2o1
22	Cc1ccc(NS(=O)(=O)c2ccc3c(c2)c(=O)n(C)c(=O)n3C)cc1F
23	COC(=O)[C@H](Cc1ccccc1)NS(=O)(=O)N[C@@H](Cc1ccccc1)C(=O)OC
24	COC(C(=O)Nc1cccc(F)c1)c1ccccc1 (stereo not drawn)
assay / compound	19	20	21	22	23	24
BAZ2B block	-2%	-13%	7%	0%	8%	-4%
PI4K2A block	2	4	5	3	4	-1
Pin1 inhibitor	-1%	0%	0%	-7%	-8%	-1%
G9a inh	-15%[59 µM]	-32%[59 µM]	3%	-11%	-8%[2.33 µM]	3%[59 µM]
Pol eta inh	-10%	-14%	10%	3%	-4%	-5%
JMJD2A Tudor	-11%	?	-11%	-2%	-19%	-2%
GLS inhibitor	15%	12%	4%	3%	-2%	-18%
HP1b chromo inh	11%	25%	13%	23%	25%	31%
Tb PGK inh	-8%	i	-3%	-3%	-9%	1%

25	Cc1ccccc1Oc1nc2ccccc2n2cnnc12
26	O=C(/C(Cl)=C/Nc1ccc(Br)cn1)C(F)(F)F
27	C=CCn1c(SCC(=O)C23CC4CC(CC(C4)C2)C3)nc(O)cc1=O
28	COc1ccccc1N1CCN(C(=O)C2CCN(S(=O)(=O)c3cn(C)cn3)CC2)CC1
29	COc1cc(NC(=O)CCc2c(C)nc3cc(-c4ccccc4)nn3c2C)cc(OC)c1OC
30	COC(=O)C(CC(=O)c1ccc(Cl)cc1)c1ccc(C)cc1 (stereo not drawn)
assay / compound	25	26	27	28	29	30
BAZ2B block	-13%	-7%	-18%	2%	-23%	94%[activator]
PI4K2A block	8	5	1	5	-6	-3
Pin1 inhibitor	-5%	1%	3%	1%	-9%	1%
G9a inh	19%	-40%	0%	-4%[12.7 µM]	-35%[59 µM]	47%[59 µM]
Pol eta inh	-11%	-11%	4%	-24%	-12%	?
JMJD2A Tudor	-1%	-7%	-15%	8%	-6%	104%[activator]
GLS inhibitor	-21%	-9%	11%	2%	-1%	0%
HP1b chromo inh	51%[activator]	28%	-2%	48%[activator]	31%	203%
Tb PGK inh	-8%	-1%	-5%	-7%	-2%	i

31	FC(F)(F)c1ccnc(N2CCN(Cc3cnc(-c4ccccc4)[nH]3)CC2)c1
32	CCOC(=O)CSc1nc2ccccc2n2cnnc12
33	CCN(CC)C(=O)c1ccc2nc3ccccc3nc2c1
34	COc1ccc(C(=O)NC2CCN(CC(=O)NCc3ccccc3)CC2)cc1
35	Cc1ccc(N=CC2=C(O)CC(C)(C)CC2=O)nc1
36	COc1ccc(C2(CNC(=O)/C=C/c3ccco3)CCCC2)cc1OC
assay / compound	31	32	33	34	35	36
BAZ2B block	?	-6%	-8%	-12%	13%	?
PI4K2A block	0	3	4	2	7	-7
Pin1 inhibitor	1%	?	-2%	-5%	1%	18%
G9a inh	?	?	-6%	2%	?	?
Pol eta inh	-27%	6%	-4%	1%	-12%	?
JMJD2A Tudor	-20%	-33%	-12%	-2%	-6%	-25%
GLS inhibitor	2%	-3%	1%	0%	-6%	-11%
HP1b chromo inh	-11%	27%	7%	44%[activator]	37%	11%
Tb PGK inh	-1%	.	-6%	i	0%	-1%

37	O=C(c1ccc2oc(CCCc3ccccc3)nc2c1)N1CCCCC1CO (stereo not drawn)
38	O=C(CSc1cn(CC(=O)N2CCOCC2)c2ccccc12)Nc1ccccc1
39	Cc1ccc(NC(=O)C(Cc2ccccc2)NS(=O)(=O)c2ccc3c(c2)CCC(=O)N3)cc1 (stereo not drawn)
40	Cc1ccc2nc(N3CCN(C(=O)C4COc5ccccc5O4)CC3)sc2c1 (stereo not drawn)
41	CC(C)N1CCN(Cc2ccc(OCc3ccccc3)cc2)CC1CCO (stereo not drawn)
42	O=c1ccc(Oc2nc(N3CCOCC3)nc(N3CCOCC3)n2)n[nH]1
43	CC(/C=N\NC(=O)CN1CCN(Cc2ccccc2)CC1)=C\c1ccco1
44	O=C(OCc1nnc(-c2ccccc2)o1)c1ccc2c(c1)C(=O)N(CCc1ccccc1)C2=O
assay / compound	37	38	39	40	41	42	43	44
BAZ2B block	-2%	5%	-3%	-13%	-5%	-33%	-2%	-3%
PI4K2A block	-2	0	6	5	-3	7	5	4
Pin1 inhibitor	-7%	-1%	0%	-3%	-2%	6%	-6%	6%
G9a inh	-9%	2%[59 µM]	-37%[59 µM]	5%[59 µM]	10%	48%[0.501 µM]	-19%[59 µM]	-8%[59 µM]
Pol eta inh	0%	-21%	-9%	-18%	-18%	3%	-20%	-12%
JMJD2A Tudor	-10%	-5%	-6%	-22%	-12%	-7%	-17%	5%
GLS inhibitor	9%	-3%	-14%	10%	4%	7%	3%	-8%
HP1b chromo inh	12%	-4%	17%	-14%	24%	14%	17%	21%
Tb PGK inh	-9%	-7%	1%	-7%	-7%	0%	-11%	1%
